# Bioassay records (PubChem BioAssay)
# Efflux pump inh – blocks antifungal efflux pumps in multiplex yeast assay. S. cerevisiae Candida pump triplex, Nile Red efflux. AID 485275. inhibition, % at 10 µM. 330,000 tested, 0.44% active;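 active = plate passing quality check with inhibition over a set limit, or well fluorescence over plate mean plus 4 SD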;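 also: Nile Red retained in pooled yeast measured as flow cytometry median fluorescence; 0% = buffer negative control and 100% = Enniatin B positive control; higher means more Nile Red kept so more efflux inhibition; some compounds called inactive have numbers as strong as hits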
# BCLXL inh – inhibitors of human Bcl-xL; GST-Bcl-xL / FITC-Bim BH3 peptide fluorescence polarization; 320,000 tested, 0.7% active; inhibition, % at 10.9 µM;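 active = inhibition above the mean of all tested compounds plus 3 SD, cutoff set per campaign, cut at about 30% in these data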;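 also: 0% = DMSO wells and 100% = unlabeled Bim-BH3 peptide competitor; inhibitors lower millipolarization by displacing the labeled peptide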
# Target sequence (Q07817 whole entry, looked up): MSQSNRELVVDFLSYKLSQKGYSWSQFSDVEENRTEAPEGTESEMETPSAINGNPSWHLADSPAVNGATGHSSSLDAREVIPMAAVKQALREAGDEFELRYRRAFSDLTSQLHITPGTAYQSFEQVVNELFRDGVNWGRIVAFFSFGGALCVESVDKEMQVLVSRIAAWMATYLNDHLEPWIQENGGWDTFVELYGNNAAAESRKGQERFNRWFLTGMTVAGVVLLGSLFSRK
# MEX-5 binding – C. elegans MEX-5 TCR-2 RNA binding activity. activity score (negative = inhibition of binding), % at 10 µM. MEX-5/FITC-TCR2 RNA binding, fluorescence polarization; active compounds read low. 300,000 tested, 0.38% active. Q9XUB2;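 active = inhibition past about -25% in most replicates, and total fluorescence under double the plate's negative control median, limit read from the data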;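 also: 0% = DMSO and -100% = 5 µM competing unlabeled TCR2 RNA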
# PME-1 primary – PME-1 (human) inhibition; recombinant PME-1, FP-Rh probe fluorescence polarization; AID 2130; 320,000 tested, 0.53% active; inhibition, % at 5.9 µM;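 active = inhibition above the campaign mean of all compounds plus 3 SD, cut at about 26% in these data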;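 also: competitive labeling of PME-1 active site by serine hydrolase directed probe; 0% = PME-1 with DMSO and 100% = wells lacking PME-1 enzyme; inhibitors block probe labeling so polarization falls and inhibition rises; many of its hits are not listed in these tables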
# Target sequence (Q9Y570 whole entry, looked up): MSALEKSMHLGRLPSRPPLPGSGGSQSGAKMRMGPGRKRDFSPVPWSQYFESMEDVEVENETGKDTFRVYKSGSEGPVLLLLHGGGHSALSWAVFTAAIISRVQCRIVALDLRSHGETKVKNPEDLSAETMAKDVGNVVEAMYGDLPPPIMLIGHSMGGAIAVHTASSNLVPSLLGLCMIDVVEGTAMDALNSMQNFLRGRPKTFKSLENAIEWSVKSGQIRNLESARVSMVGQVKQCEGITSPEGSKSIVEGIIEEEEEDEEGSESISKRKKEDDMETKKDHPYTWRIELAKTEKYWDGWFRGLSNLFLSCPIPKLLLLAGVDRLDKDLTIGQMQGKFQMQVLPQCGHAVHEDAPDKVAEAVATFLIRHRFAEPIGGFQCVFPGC
# Fam108B inh – blocks mouse Fam108B hydrolase in RBBP9 counter-screen; recombinant Fam108B, FP-Rh probe fluorescence polarization; inhibition, % at 9.51 µM; 300,000 tested, 0.33% active; AID 1947;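 active = inhibition above the screen mean inhibition plus 3 SD, computed separately per campaign, cut at about 18% in these data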;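 also: inhibitors lower polarization as less probe binds the enzyme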
# VLA-4 inh – inhibition in a human VLA-4 binding assay; VLA-4 expressing cells, ligand binding flow cytometry; P13612; 330,000 tested, 0.2% active; AID 2557; inhibition, % (about 7 µM as worked out from the volumes in the protocol); in the data active = inhibition above about 50%
# GRK2 aptamer HTS – human GRK2 inhibition via aptamer displacement; P25098; inhibition of aptamer binding, % at 10 µM; 330,000 tested, 0.59% active; AID 488847; bead flow cytometry, FAM-aptamer displacement from GRK2;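 active = inhibition of aptamer binding above 40%, roughly 3 SD of noise, on plates passing a quality check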;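 also: median bead fluorescence of bound FAM aptamer so fluorescent compounds give negative values; no value below 0 was filed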
# MCL1-BIM inh – disrupts human MCL1 binding to BIM-BH3 peptide. Q07820. GST-MCL1 / FITC-Bim-BH3 fluorescence polarization. inhibition, % at 10.9 µM. 320,000 tested, 0.68% active. AID 2057;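 active = inhibition above the mean inhibition of all tested compounds plus 3 SD, set per campaign, cut at about 40% in these data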;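 also: 0% = DMSO wells and 100% = unlabeled Bim-BH3 peptide control; higher means more loss of mP so more displacement of Bim peptide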
# Target sequence (Q07820 whole entry, looked up): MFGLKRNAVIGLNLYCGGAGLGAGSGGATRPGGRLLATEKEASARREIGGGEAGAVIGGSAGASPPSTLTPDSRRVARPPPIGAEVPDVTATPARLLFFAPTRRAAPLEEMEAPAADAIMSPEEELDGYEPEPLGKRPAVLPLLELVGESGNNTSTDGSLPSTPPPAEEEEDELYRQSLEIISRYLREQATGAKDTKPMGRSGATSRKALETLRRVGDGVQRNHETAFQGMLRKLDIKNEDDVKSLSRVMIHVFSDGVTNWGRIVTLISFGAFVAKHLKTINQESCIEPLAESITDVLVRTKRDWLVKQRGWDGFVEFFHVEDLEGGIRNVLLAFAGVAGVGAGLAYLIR
# GLD-1 RNA inh – GLD-1-TGE RNA interaction inhibition (C. elegans); inhibition, % at 5.96 µM; 320,000 tested, 0.44% active; purified GLD-1 + fluorescein TGE RNA, fluorescence polarization;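 active = percent inhibition above a per-plate cutoff, the plate mean of test compounds plus 3 SD, cut at about 30% in these data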;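 also: 0% = DMSO wells with GLD-1 and probe and 100% = wells lacking GLD-1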
# * = called active by the depositor; . = no result given. Only part of the results is shown; rates above refer to the full screens.
SMILES,Efflux pump inh,BCLXL inh,MEX-5 binding,PME-1 primary,Fam108B inh,VLA-4 inh,GRK2 aptamer HTS,MCL1-BIM inh,GLD-1 RNA inh
O=C(NCCO)c1cc([N+](=O)[O-])cc2c1C=Cc1ccccc1O2,0.1,1.2,-2.2,-0.8,-2.1,-1.1,0.0,2.1,-5.8
COCC(=O)Nc1ccc([N+](=O)[O-])cc1OC,-0.2,0.5,6.2,-17.9,-1.5,-8.9,3.0,13.8,2.4
CCS(=O)(=O)c1ccc2c(c1)N(S(=O)(=O)c1ccc(C)cc1)CC(C(=O)O)O2 (stereo not given),0.0,1.5,-1.2,-3.6,-4.4,12.1,7.0,1.9,5.1
O=C(c1ccccc1S(=O)(=O)NCc1ccccc1)N1CCCC1,0.0,3.4,2.1,-1.9,4.1,39.2,3.0,6.8,6.1
Cc1c(C(=O)N2CCc3ccccc3C2)oc2ccc(S(=O)(=O)N3CC(C)CC(C)C3)cc12 (stereo not given),-0.1,0.0,.,-4.9,-0.4,-1.6,4.0,1.9,3.9
CCOCCCN(C)C1CCN(C(=O)c2oc3ccccc3c2NC(=O)COc2cccc(C)c2)CC1,0.1,2.4,.,-1.2,-1.0,-3.6,0.0,0.8,3.5
S=C(Nc1ccc(Cl)cc1)c1nc2ccccc2[nH]1,1.6,1.0,-1.7,2.0,-6.4,10.3,4.0,2.4,7.5
O=C1CC(c2ccc(Cl)cc2)n2nc(N3C(=O)c4ccccc4C3=O)nc2N1 (stereo not given),0.0,7.9,-1.7,-1.0,0.9,-3.5,2.0,9.5,3.7
O=C(NCc1ccccc1)/C(=C/c1ccco1)NC(=O)c1ccco1,0.1,4.2,-0.5,0.1,-2.7,5.2,0.0,2.4,9.0
O=C(c1cc(Br)c[nH]1)N1CCCCC1,0.1,0.9,-1.0,-4.1,-3.4,2.4,0.0,-4.5,-4.8
COC(=O)[C@]1(C)N[C@H](c2ccc(-c3ccc(OC)cc3)cc2)[C@@H]2C(=O)N(C)C(=O)[C@@H]21,-0.3,.,.,.,.,13.6,1.0,.,3.2
C=CCNC(=O)c1c(CSc2ccc(F)cc2)noc1C(=O)NCCC,-0.1,5.1,-1.3,1.2,-2.9,16.4,2.0,2.4,-0.8
COc1ccc(/C=C2\SC(=Nc3ccccc3)NC2=O)cc1,0.1,.,-11.0,.,.,8.4,1.0,.,.
COc1ccc2c(CC(=O)N3CCc4ccccc43)coc2c1,0.0,5.8,0.8,-0.7,-4.6,-11.5,2.0,5.5,2.1
COc1ccc(S(=O)(=O)NC(N)=NCCc2ccc(OC)c(OC)c2)cc1,0.0,-9.5,1.3,6.8,-0.1,-0.3,0.0,-0.3,7.2
Cc1[nH]c(C)c(S(=O)(=O)N2CCc3ccccc32)c1C(=O)N1CCCCC1,0.2,0.6,0.6,3.9,1.2,20.7,0.0,-3.4,0.0
O=C(CN1C(=O)C(=O)N(Cc2ccccc2)C1=O)Nc1ccc(F)c(Cl)c1,-0.1,7.1,.,-7.3,2.1,-1.6,0.0,5.0,3.0
CCOC(=O)C1CN(S(=O)(=O)c2ccc(OC)cc2)c2cc(CC(=O)OC)ccc2O1 (stereo not given),0.3,7.2,1.7,-1.1,-2.9,0.2,1.0,7.3,2.1
COc1cccc(C(=O)NCc2n[nH]c(=S)n2-c2cccc(C)c2)c1,-0.2,1.0,-3.3,-9.3,-4.1,8.3,1.0,-3.0,5.3
CCN(CC(=O)Nc1ccc(NC(C)=O)cc1)CC(=O)Nc1ccc(F)c(Cl)c1,-0.2,-5.5,1.7,5.5,-3.5,19.7,0.0,-2.9,-1.9
CCOC(=O)c1c(NC(=O)c2ccc(C)cc2)sc2c1CC(C)(C)OC2,-0.1,5.1,0.5,-8.2,-3.5,-8.7,4.0,8.8,-1.3
CCc1cccc(CC)c1N(COC)C(=O)Cn1c(CO)nc2ccccc21,0.0,-0.1,1.6,-3.4,2.1,-14.7,0.0,-11.1,2.8
CCOC(=O)C1(CCOC)CCN(Cc2cnc(-c3cccc(C)c3)nc2)CC1,0.1,0.0,0.0,-4.6,0.3,-1.8,1.0,-5.2,-4.4
COc1ccc(NC(=O)c2ccc(Cl)c(S(=O)(=O)NCC3CCCO3)c2)c(OC)c1 (stereo not given),-0.1,6.5,-0.3,4.3,3.0,3.0,0.0,7.6,6.0
COc1ccc(/C=N/NC(=O)c2nn(-c3ccc(Cl)cc3)c(=O)c3c(N)scc23)cc1,0.0,22.1,0.7,11.4,7.5,0.1,3.0,32.6,10.8
CC(=O)c1c(C)[nH]c(C(=O)N2CCN(C(=O)c3ccco3)CC2)c1C,0.0,-2.4,1.2,0.8,2.3,5.1,1.0,-3.3,-1.6
C=CCN(CC=C)C(=S)NC(=O)Cc1cccc2ccccc12,0.1,11.0,0.1,-0.3,0.7,8.0,1.0,12.2,-9.6
CCN(CC)C(=O)N1CCN(S(=O)(=O)c2ccc(C)c(C)c2)CC1,0.2,11.9,0.7,9.0,-4.8,-15.4,0.0,5.0,18.5
CCOC(=O)C1=C(COC(=O)/C=C/c2ccc(OC)cc2OC)NC(=O)NC1C (stereo not given),0.0,7.5,-2.5,-0.8,-1.1,-4.4,4.0,2.8,2.2
COc1c(S(=O)(=O)n2nc(C)cc2C)ccc(Cl)c1Cl,-0.1,4.2,1.6,-2.0,1.1,27.6,0.0,2.4,1.1
O=C1CCN(Cc2nnnn2CC2CCCO2)c2ccccc2N1 (stereo not given),0.0,1.0,-0.4,-4.4,11.9,16.9,1.0,7.9,-2.4
O=C(O)c1ccc(CNC(=O)c2ccccc2NC(=O)c2ccc([N+](=O)[O-])cc2)cc1,0.3,-0.4,-0.5,1.8,-1.9,4.4,1.0,-4.9,5.1
COc1ccc(NC(=O)/C(=C\c2cccnc2)NC(=O)c2cccs2)cc1,-0.1,3.8,0.5,1.1,-0.7,9.9,0.0,3.1,3.2
FC(F)(F)c1cc(-c2ccco2)nc(N2CCOCC2)n1,0.0,9.7,1.5,0.9,3.7,19.4,3.0,-0.2,7.2
Cc1cccc(NC(=O)C2CCCN(S(=O)(=O)c3cccc4cccnc34)C2)c1 (stereo not given),0.2,-1.9,1.1,2.7,-2.3,12.5,10.0,-1.9,-3.2
COc1ccc(CCNC(=O)COC(=O)c2sc(C)nc2C)cc1,-0.1,-2.1,.,5.2,.,2.8,0.0,-7.6,2.9
COc1cc(/C=C(\C#N)C(=O)c2c[nH]c3ccccc23)cc(OC)c1O,0.9*,-30.5,35.4,-17.7,-18.2,-54.1,1.0,-51.4,-51.1
CC(=O)c1ccc(OCC(O)CN2C(C)CCCC2C)cc1 (stereo not given),-0.1,6.3,0.3,-2.9,0.0,6.2,0.0,6.3,6.7
c1ccc2c3c(c(CN4CCCCC4)cc2c1)COC3,0.1,-1.9,-0.8,9.0,-4.7,-9.3,0.0,-7.0,2.3
CC(=O)C1C(c2ccccc2)c2c(noc2C)CC1(C)O (stereo not given),-0.1,5.0,-0.4,-7.8,-1.2,10.6,2.0,6.0,7.8

# Limited to MEX-5 binding, Fam108B inh and GRK2 aptamer HTS, for some of the entries so far:
smiles | MEX-5 binding | Fam108B inh | GRK2 aptamer HTS
FC(F)(F)c1cc(-c2ccco2)nc(N2CCOCC2)n1 | 1.5 | 3.7 | 3.0
O=C1CCN(Cc2nnnn2CC2CCCO2)c2ccccc2N1 (stereo not given) | -0.4 | 11.9 | 1.0
COc1ccc(CCNC(=O)COC(=O)c2sc(C)nc2C)cc1 | . | . | 0.0

# Remaining list, next part.
SMILES,Efflux pump inh,BCLXL inh,MEX-5 binding,PME-1 primary,Fam108B inh,VLA-4 inh,GRK2 aptamer HTS,MCL1-BIM inh,GLD-1 RNA inh
CCOC(=O)C1(Cc2cccc(OC)c2)CCCN(S(=O)(=O)c2cccnc2)C1 (stereo not given),0.0,5.7,0.8,3.6,1.7,17.1,3.0,4.7,-6.7
CC1CC/C(=N/Nc2ccccc2)C(=O)N1 (stereo not given),0.0,4.5,3.1,-1.9,5.0,-8.8,4.0,4.7,-1.7
Cc1noc(C)c1COc1cccc(C(=O)OCC(=O)NCCN2C(=O)CSC2=O)c1,0.1,5.9,0.7,-6.2,-4.8,0.5,0.0,-1.1,2.5
CC(C)C[C@H](NC(=O)c1nc[nH]c1C(=O)NCc1ccc(CNC(=O)OC(C)(C)C)cc1)C(=O)OCc1ccccc1,0.1,-2.4,0.8,-1.8,-13.1,7.7,1.0,5.8,6.7
Cc1ccc2c(c1)N(CC(=O)NCCc1ccccc1)C(=O)c1cccnc1O2,-0.1,3.0,-1.8,3.3,-1.3,-21.3,0.0,-0.2,4.2
Cc1ccc(C2=NN=C(NC(=O)CSc3nc(C)cc(C)n3)SC2)cc1,-1.9,11.2,3.4,2.0,1.3,0.0,0.0,10.1,-2.7
CCOC(=O)c1c(C)[nH]c(=S)c(C#N)c1-c1ccc(OC)cc1,0.0,10.1,.,-2.7,-5.7,-0.6,1.0,-4.4,-3.1
CC(=O)N1CC23C=CC(CC2CC12CCCCCC2)O3 (stereo not given),-0.4,5.1,-1.8,-1.9,3.0,24.4,1.0,1.4,2.2
CNC(=O)CC1C(=O)N(c2ccc(Cl)cc2)C(=S)N1CCc1ccc(OC)c(OC)c1 (stereo not given),0.0,-3.1,1.8,-6.0,-1.2,-1.9,0.0,-4.4,2.1
NNC(=O)CN1C(c2ccccc2)=Nc2ccc(Br)cc2C1c1ccccc1 (stereo not given),0.2,-3.6,0.0,-12.5,-5.4,-3.6,0.0,-5.8,3.8
Cc1ccc(C(=O)N2CCN(S(=O)(=O)c3ccccc3C#N)CC2)cc1S(=O)(=O)N1CCOCC1,0.2,0.8,.,3.4,.,-5.5,3.0,3.1,2.2
COC(=O)c1c(NC(=O)Cc2cccs2)sc2c1CCCC2,-0.1,4.4,1.9,4.0,-2.1,-8.1,16.0,15.1,6.8
CCN1CCN(CCCNC(=O)c2cc3sccc3n2CC)CC1,-0.1,4.5,-7.9,1.6,7.0,19.6,0.0,8.3,1.7
CCOC(=O)Cc1nc(-c2ccccc2)n[nH]1,0.0,3.4,-0.3,1.7,-0.2,1.4,0.0,16.1,4.0
O=C(NCC1CCCO1)C1C2C=CC3(CN(Cc4cccs4)C(=O)C13)O2 (stereo not given),-0.1,3.6,1.3,-2.6,-2.7,1.9,1.0,-2.2,-3.2
Cc1cc(C)c(CSc2nnnn2-c2ccc(C(=O)O)cc2)c(C)c1,-0.2,1.8,-3.7,0.2,-2.5,10.4,1.0,-5.6,1.9
Cc1ccc(C2=NN(S(C)(=O)=O)C(c3ccc4nccnc4c3)C2)cc1 (stereo not given),-0.1,-0.8,-1.6,5.5,-1.5,-154.3,3.0,-2.6,5.7
COc1ccccc1-c1cc(C(=O)Nc2sc3c(c2C#N)CCC(C)C3)c2ccccc2n1 (stereo not given),0.1,0.1,2.8,-7.7,-11.4,14.7,3.0,-6.9,-0.7
Cc1cc(=S)[nH]c2c(C)cccc12,0.1,3.9,0.1,2.1,2.5,0.6,3.0,3.8,-0.5
CC(O)CCC(=O)NCCNC(=O)CCC(C)O (stereo not given),0.1,-1.1,-1.3,5.8,3.2,-4.9,0.0,0.0,2.7
COCCNC(=S)N1C2CCC1CC(NC(=O)NC13CC4CC(CC(C4)C1)C3)C2 (stereo not given),0.1,3.9,-1.7,2.4,-0.9,15.6,0.0,7.1,0.5
